# Screening results deposited in PubChem by several laboratories.
# CaV13 FRET inh: Disruptors of the CACNA1D IQ motif to Ca2+-dependent inactivation inhibitor domain association, primary screening, Förster resonance energy transfer in intact living …. HEK cells, CFP/YFP FRET ICDI-IQ, plate reader, 10 min; percent FRET-ratio fall versus neutral wells. inhibition, % at 12.3 µM. 340,000 tested, 0.098% active. AID 743397;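 active = mean replicate inhibition of at least 30% and at least 1% of replicates passing that level; inconclusive = only one of the two criteria is met; inactive = neither criterion is met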;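 also: 0% = median of the neutral control wells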
# MC4R barr agon: agonists of human melanocortin 4 receptor (MC4R) beta-arrestin; P32245; U2OS MC4R beta-arrestin complementation, luminescence; percent of melanotan II response, DMSO zero; activation, % at 8.9 µM; 360,000 tested, 0.98% active; AID 540308;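 active = activation above a per-plate cutoff, the mean activation of sample wells on that plate plus 3 SD, cut at about 8% in these data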
# MC4R antagonist: human MC4R antagonism in cAMP assay; P32245; MC4R-expressing cells, MTII-stimulated cAMP, LANCE TR-FRET; inhibition, % at 6.5 µM; 360,000 tested, 0.48% active; AID 540295;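 active = inhibition above its plate's cutoff, the mean of tested wells on that plate plus 3 SD, cut at about 29% in these data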;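 also: 0% = Melanotan II alone and 100% = Melanotan II plus saturating MCL0020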
#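 Assay system: U2OS cells stably expressing human melanocortin 4 receptor (MC4R) / Dosing: 6.5 µM / Timing: compound 30 min, challenge 1 h, detection 1 h / Measured by: Eu-cAMP/anti-cAMP TR-FRET, emission 671 nm / Replicates: singlicate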
# m5-HT2A agonist: mouse HTR2A agonism via beta-arrestin recruitment; P35363; CHO-K1 mHTR2A beta-arrestin complementation, luminescence; percent of 30 µM serotonin response; activation, % at 7.6 µM; 360,000 tested, 0.66% active; AID 624169;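 active = activation above a run cutoff, the mean activation of all tested compounds plus 3 SD, cut at about 14% in these data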;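 also: 0% = plate median of compound wells and 100% = 30 µM serotonin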
# Cardio protect: modulators protecting cardiomyocytes from myocardial damage. H9c2 cardiomyocytes, H2O2 injury protection, ATPLite, 2 h. protection from H2O2 cell death, % at 20 µM. 360,000 tested, 0.63% active;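 active = compounds giving at least 50% protection of heart cells from peroxide-induced death in the single-dose screen, raw or plate-pattern-corrected value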;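 also: 0% = DMSO wells with peroxide and 100% = DMSO wells without peroxide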
# ABCB6 inh MLPCN: blocks the human ABCB6 transporter; AID 602162; Q9NP58; K562-ABCB6 porphyrin accumulation, flow cytometry, 1 h; hits give low values; fluorescence ratio to DMSO, % at 10 µM; 360,000 tested, 0.19% active;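 active = fluorescence ratio to DMSO below 75%, the collection mean minus 3 SD; inconclusive = too few cells collected in the well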;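 also: signal is porphyrin accumulated inside mitochondria; 100% equals median channel fluorescence of DMSO control wells; lower ratio means ABCB6 inhibition with less porphyrin fluorescence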
# Target sequence (Q9NP58 whole entry, looked up): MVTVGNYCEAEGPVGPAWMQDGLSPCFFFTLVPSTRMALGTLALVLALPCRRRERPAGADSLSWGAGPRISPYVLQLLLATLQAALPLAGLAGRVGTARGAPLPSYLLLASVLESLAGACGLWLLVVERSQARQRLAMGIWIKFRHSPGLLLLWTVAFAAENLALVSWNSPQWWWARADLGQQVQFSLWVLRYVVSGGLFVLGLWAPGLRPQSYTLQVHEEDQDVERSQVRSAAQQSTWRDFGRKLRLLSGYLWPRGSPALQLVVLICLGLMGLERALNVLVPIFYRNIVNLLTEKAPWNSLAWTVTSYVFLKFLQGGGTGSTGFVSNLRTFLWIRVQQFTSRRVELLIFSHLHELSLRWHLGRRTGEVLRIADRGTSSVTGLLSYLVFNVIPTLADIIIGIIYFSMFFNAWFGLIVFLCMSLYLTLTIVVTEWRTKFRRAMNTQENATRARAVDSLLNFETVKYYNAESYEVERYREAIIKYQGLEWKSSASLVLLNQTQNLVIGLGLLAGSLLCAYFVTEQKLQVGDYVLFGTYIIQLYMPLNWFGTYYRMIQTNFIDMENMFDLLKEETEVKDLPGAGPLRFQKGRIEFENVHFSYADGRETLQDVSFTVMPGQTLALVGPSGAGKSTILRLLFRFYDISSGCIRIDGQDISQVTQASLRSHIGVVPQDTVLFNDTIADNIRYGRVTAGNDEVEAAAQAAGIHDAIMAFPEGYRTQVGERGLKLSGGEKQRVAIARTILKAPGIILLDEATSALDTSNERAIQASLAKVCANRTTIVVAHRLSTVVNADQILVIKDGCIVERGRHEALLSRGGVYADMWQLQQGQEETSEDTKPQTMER
# Glyco luc inh: blocks N-linked glycosylation in D54 reporter cells | D54 ERlucT glycosylation luciferase reporter, 24 h; percent of 100 nM tunicamycin response | 360,000 tested, 0.23% active | reporter increase, % at 12.5 µM | AID 588692;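 active = mean luciferase reporter signal, scaled so untreated is 0 and the glycosylation-blocking control 100, at or above a set limit in every replicate; inconclusive = mean reaches the limit but not every replicate does; inactive = mean below the limit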;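 also: luciferase carries N-glycosylation sites so blocking glycosylation raises the light; 0% = median of neutral control wells and 100% = median of 100 nM tunicamycin wells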
# PDI turbidity: PDI (human) enzyme inhibition. AID 588391. P07237. 350,000 tested, 0.052% active. inhibition, % at 10 µM. PDI insulin aggregation turbidity, A650, 90 min;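 active = mean inhibition across replicates of 30% or more, whatever share of single replicates reach that level; inconclusive = mean inhibition below 30% while every single replicate reaches 30%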;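 also: absorbance from insulin aggregation driven by PDI reduction with DTT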
# aDG glyco act: alpha-DG glycosylation activation; 360,000 tested, 0.22% active; AID 624168; activation, % at 10 µM; Pro5-aDG cells, alpha-DG glycosylation AlphaScreen (IIH6); 0% Pro5, 100% B10-LARGE cell signal;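 active = activation of at least 8% versus controls, or a plate z-score of at least 8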;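 also: Pro5 are CHO cells carrying HIG-tagged alpha-DG that lacks glycosylation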
# Vif imaging: HIV Vif inhibition | HEK293T cells, Vif self-association by quenched fluorescence, imaging, 24 h | 340,000 tested, 0.35% active | AID 602346 | inhibition, % at 7.49 µM; in the data active = inhibition above about 50%, passing the limit was not always enough; inconclusive = no clear call, values can overlap the other calls; inactive = below about 31%; also: some results filed as inactive read as strong as hits
# The depositor's hits bear a star; ? = inconclusive; / = not tested or not shown.
SMILES,CaV13 FRET inh,MC4R barr agon,MC4R antagonist,m5-HT2A agonist,Cardio protect,ABCB6 inh MLPCN,Glyco luc inh,PDI turbidity,aDG glyco act,Vif imaging
COc1cccc2c1C(=O)c1c(O)c3c(c(O)c1C2=O)CC(O)(C(C)=O)CC3OC1CC(O)C(O)C(C)O1 (configuration not stated),-7,-1.9,-14,8,28,367,-3,-3,-0.5,1
CC1(C2CC(=O)c3c(O)ccc(O)c3C2)OCCO1 (configuration not stated),-6,-0.8,6,-1,3,102,0,-3,0.1,-1
O=C(Nc1nccs1)c1ccc(-c2ccc(Cl)cc2Cl)o1,-2,0.3,2,-3,-3,94,1,-2,0.0,-1
COc1cccc(NC(=O)CC(C)=O)c1,-5,0.0,2,7,2,98,1,4,-0.1,7
Cc1nn(C)c(Sc2ccccc2N)c1[N+](=O)[O-],2,1.7,-3,11,15,103,-6,-6,1.3,-4
COc1ccc(/C=N/NC(=S)NC2CCS(=O)(=O)C2)cc1OC (configuration not stated),-12,-1.6,-9,1,6,106,3,3,0.1,-6
Cc1ccc(S(=O)(=O)N2[C@@H](c3ccc(Br)cc3)C(C(=O)O)=CC[C@H]2c2cccs2)cc1,-3,-0.6,-6,4,2,100,2,-3,0.0,-1
COc1ccc(C)cc1Nc1cc(C)nc2ncnn12,-2,0.8,-1,-2,-5,100,4,/,-0.2,18
Cc1cccc(CN2CCN(C(=O)c3cccc4ccccc34)CC2)c1,-4,0.0,11,-3,3,102,-3,3,0.0,-7
O=C1N(c2ccccc2C(F)(F)F)O[C@@]1(c1ccccc1)C1CCCC1,-5,-1.2,2,5,-6,95,0,6,0.0,-5
COc1ccc(C(=O)N/N=C(\Cc2ncc[nH]2)c2ccccc2)cc1,1,-2.2,-8,4,10,103,0,8,0.2,2
Cc1ccccc1NS(=O)(=O)c1cc(C(=O)NCCC2=CCCCC2)ccc1C,-8,-0.2,15,-5,-2,100,-6,-1,0.2,-5
COc1ccc(CN2CN=C(Nc3nc4ccccc4s3)NC2)cc1,/,-1.2,5,2,-7,98,0,-8,0.2,6
Cc1ccc(C(=O)Nc2nc3ccccc3n3nnnc23)cc1,-8,-2.7,1,3,-4,94,-1,3,-0.2,6
COc1ccc(C(=S)NCS(=O)(=O)c2ccc(C)cc2)cc1,-6,2.5,-9,6,-2,100,1,-4,-0.1,-22
CC1=C(C(=O)Nc2cc(C(=O)N3CCN(c4cccc(C)c4)C(C)C3)ccc2C)SCCO1 (configuration not stated),-4,-2.4,4,-7,0,98,-1,0,1.0,-5
Cc1ccc(C(=O)Nc2cccc(O)c2)cc1S(=O)(=O)N1CCCCCC1,-7,-0.2,-2,-9,-8,95,-3,-46,0.2,-10
CCOP(=O)(c1ccccc1)C1(O)CCCCC1 (configuration not stated),-2,-0.3,1,-1,11,93,2,-10,-0.1,24
Cc1cc(C)cc(Nc2nc3ccc(C)cc3n3cnnc23)c1,-19,0.9,-4,-7,5,110,15,8,-0.1,?
CNC(=O)c1ccc(CN(C)CC(=O)Nc2ccccc2C(=O)NC2CC2)cc1,-6,-1.2,1,-4,-1,99,5,-4,-0.1,-7
CCOc1ccccc1CNCCO,-6,-2.2,9,2,1,98,0,16,0.2,-12
COc1cc(NC(=O)CSc2nc(=O)n(CCN3CCOCC3)c3c2CCC3)cc(OC)c1,-4,-2.4,1,-2,8,98,0,3,-0.1,6
CSc1ncccc1C(=O)Nc1ccc2c(c1)OCO2,-2,-2.9,11,10,0,105,2,5,0.0,-12
Cc1ccc(C)c(C(=O)CSc2nc(N)cc(=O)[nH]2)c1,-20,0.1,11,9,0,97,-1,-4,0.2,3
COC(=O)c1cc(NC(=O)Nc2ccccc2OC)cc(C(=O)OC)c1,-3,-1.2,13,-5,22,103,2,2,-0.1,1

# 4 entries from above, field by field:
SMILES: COc1ccc(C(=O)N/N=C(\Cc2ncc[nH]2)c2ccccc2)cc1
  CaV13 FRET inh: 1
  MC4R barr agon: -2.2
  MC4R antagonist: -8
  m5-HT2A agonist: 4
  Cardio protect: 10
  ABCB6 inh MLPCN: 103
  Glyco luc inh: 0
  PDI turbidity: 8
  aDG glyco act: 0.2
  Vif imaging: 2

SMILES: Cc1ccccc1NS(=O)(=O)c1cc(C(=O)NCCC2=CCCCC2)ccc1C
  CaV13 FRET inh: -8
  MC4R barr agon: -0.2
  MC4R antagonist: 15
  m5-HT2A agonist: -5
  Cardio protect: -2
  ABCB6 inh MLPCN: 100
  Glyco luc inh: -6
  PDI turbidity: -1
  aDG glyco act: 0.2
  Vif imaging: -5

SMILES: COc1ccc(CN2CN=C(Nc3nc4ccccc4s3)NC2)cc1
  CaV13 FRET inh: /
  MC4R barr agon: -1.2
  MC4R antagonist: 5
  m5-HT2A agonist: 2
  Cardio protect: -7
  ABCB6 inh MLPCN: 98
  Glyco luc inh: 0
  PDI turbidity: -8
  aDG glyco act: 0.2
  Vif imaging: 6

SMILES: Cc1ccc(C(=O)Nc2nc3ccccc3n3nnnc23)cc1
  CaV13 FRET inh: -8
  MC4R barr agon: -2.7
  MC4R antagonist: 1
  m5-HT2A agonist: 3
  Cardio protect: -4
  ABCB6 inh MLPCN: 94
  Glyco luc inh: -1
  PDI turbidity: 3
  aDG glyco act: -0.2
  Vif imaging: 6

# The listing picks up with the two entries that preceded the break.
SMILES,CaV13 FRET inh,MC4R barr agon,MC4R antagonist,m5-HT2A agonist,Cardio protect,ABCB6 inh MLPCN,Glyco luc inh,PDI turbidity,aDG glyco act,Vif imaging
Cc1ccc(C)c(C(=O)CSc2nc(N)cc(=O)[nH]2)c1,-20,0.1,11,9,0,97,-1,-4,0.2,3
COC(=O)c1cc(NC(=O)Nc2ccccc2OC)cc(C(=O)OC)c1,-3,-1.2,13,-5,22,103,2,2,-0.1,1
O=c1[nH]cnc2c1ncn2[C@@H]1O[C@H](COS(=O)(=O)O)[C@@H](O)[C@H]1O,-9,-0.2,19,6,-4,105,5,1,0.3,7
C=CCNC(=O)C1CCN(S(=O)(=O)c2ccc(Br)cc2)CC1,/,-1.8,10,-2,2,103,1,-3,0.0,-11
Cc1cc(Cl)cc(C)c1OCC(=O)NC1CCCCCC1,-5,3.9,5,4,2,96,0,10,0.3,-19
CC(C)c1ccc2[nH]c(O)c(N=NC(=O)c3cccc(S(=O)(=O)Nc4cccc(Cl)c4)c3)c2c1,-15,0.8,27,-4,14,97,21,-2,0.6,-4
Cc1csc(CN(C)C(=O)c2cn(Cc3cccc4ccccc34)nn2)n1,-6,-1.7,13,2,0,94,-1,3,0.0,/
Cc1cccc2cc3ccccc3nc12,-5,0.6,-1,5,3,94,0,0,0.1,-5
O=C(O)CSc1nnc(NC(=O)c2ccc3c(c2)OCO3)s1,-4,-1.6,-5,-1,-23,98,-1,-3,0.1,2
CCN(CC)CCNC(=O)c1ccc(NC(=O)/C=C/c2ccc3ccccc3n2)cc1,/,-1.7,-12,-11,1,111,-10,-1,0.8,11
Cc1ccc2c(c1)c1c3n2CCN(CC(N)=O)C3CCC1 (configuration not stated),-2,-2.2,8,5,-3,110,2,10,-0.3,18
O=C(NCc1cccnc1)c1ccccc1NS(=O)(=O)c1ccc(F)cc1,-6,-3.9,3,1,17,104,0,5,0.0,3
CCN(c1c(C)n(C)n(-c2ccccc2)c1=O)S(C)(=O)=O,/,-0.2,8,3,11,94,1,11,-0.4,32
NS(=O)(=O)c1ccc(NNC(=O)c2sccc2Cl)cc1,-3,-0.3,5,-4,2,88,1,12,0.1,0
O=C(Nc1ccc2c(c1)OCCO2)c1ccco1,-7,-0.2,3,3,-11,101,-8,0,-0.1,6
COc1cc(C(=O)Nc2ccc([N+](=O)[O-])cn2)cc(OC)c1OC,-10,2.8,10,2,2,99,0,-3,-0.1,7
Cc1ccc(CONC(=O)/N=C/N(C)C)cc1,-5,-1.5,2,0,-3,103,2,1,-0.1,63*
Cc1cc(C)c2nc(SCCC#N)nc(C)c2c1,/,0.1,12,1,-8,104,0,-2,0.2,16
CC(NC(=O)COC(=O)c1ccc(Br)o1)c1ccccc1 (configuration not stated),-2,0.2,-3,10,3,95,2,-7,-0.3,22
Cc1ccc(S(=O)(=O)N2C[C@H]3n4c(=O)ccc(=O)n4C[C@H](OC(=O)NCC4CCCCC4)[C@@]3(O)C2)cc1,-5,-1.0,-2,8,-3,97,4,1,0.1,-2
COCCN1C(=O)c2cc(C(=O)Nc3ccc(OC)c(OC)c3)ccc2C1Nc1ccc(OC)c(OC)c1 (configuration not stated),1,-1.1,8,4,1,99,2,11,-0.2,8
CC(=O)Nc1cccc(NC(=O)c2cccc(-c3ccc(O)cc3)c2)c1,-5,-0.3,14,-7,-1,97,11,-4,-0.1,5
COc1ccc(-n2ncc3c2CC(C)(C)CC3NC(=O)c2oc(C)cc2C)cc1 (configuration not stated),-3,1.4,9,9,-4,104,0,-6,0.3,-2
O=C1CN(C(=O)COC(=O)COc2ccccc2)c2ccccc2N1,-2,-2.1,12,0,2,93,1,-1,0.1,3
COC(=O)C1(C)Nc2ccccc2C(=O)N1c1ccccc1C (configuration not stated),-2,-1.9,4,-1,-10,100,1,/,0.0,-8
CN(Cc1cnn(C)c1)C(=O)c1ccc(OC2CCN(CCc3ccccc3)CC2)cc1,-10,1.4,-4,-11,10,109,1,-1,-0.2,4
CCCCOCCCNC(=O)C[C@@H]1C[C@@]2(C(=O)OC)CCCCC=C2N(Cc2ccco2)C1=O,-5,/,/,-1,/,90,/,/,0.1,/
O=C(NCc1ccco1)C(c1cccs1)N(C(=O)C1COc2ccccc2O1)c1cccc(O)c1 (configuration not stated),-1,0.6,4,-1,4,89,-3,3,0.3,-8
CC(=O)NS(=O)(=O)c1ccc(NC(=O)c2ccc(-n3nc(C)cc3C)cc2)cc1,-5,0.8,-2,-1,-2,100,1,7,0.0,/
CCOC(=O)CSc1nnc(CNC(=O)c2cc(OCC)c(OCC)c(OCC)c2)n1C,-8,-2.5,3,-1,4,105,0,-15,-0.1,26
CC(C)C(=O)NCc1cc(-c2ccccc2)no1,1,-3.1,3,2,-1,103,2,6,0.1,-1
O=C(COC(=O)Cc1ccccc1F)Nc1ccc(SC(F)F)cc1,-6,0.2,2,-2,-2,99,2,-4,0.1,2

# Single values from the list:
# MC4R antagonist result of COc1cccc(NC(=O)CC(C)=O)c1 → 2
# PDI turbidity result of COc1cccc2c1C(=O)c1c(O)c3c(c(O)c1C2=O)CC(O)(C(C)=O)CC3OC1CC(O)C(O)C(C)O1 (configuration not stated) → -3
# CaV13 FRET inh result of O=C(NCc1ccco1)C(c1cccs1)N(C(=O)C1COc2ccccc2O1)c1cccc(O)c1 (configuration not stated) → -1
